# Assay outcomes from PubChem BioAssay.
# HIF-2a block – HIF-2a reporter inhibitors, primary screen, luminescence, 786-0 RCC cells. 786-0 RCC cells HIF-2a reporter, luciferase luminescence, overnight. inhibition, % at 18.8 µM. 360,000 tested, 0.72% active. AID 624352, 2012;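 active = inhibition of the luminescence signal of 40% or more relative to plate controls, in a single-dose primary screen at 18.75 µM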
# KKLEB cytotox – cytotoxicity in KKLEB CF airway cells, primary screen, cytotoxicity control for CF NF-kB inhibitor project, cell-based, uHTS, fluorescence assay plates. AID 602141, 2011. 360,000 tested, 0.36% active. activity change (cytotoxicity), % at 5 µM. KKLEB CF airway cells viability, ATPlite luminescence, overnight; stronger effect = lower value; cells stimulated with P. aeruginosa culture filtrate;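 active = corrected activity change at or below -50% at 5 µM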
# NR2E3 ag-1 – inhibitors of NR2E3-RetCOR corepressor binding, primary screen, NR2E3 agonist project, biochemical, TR-FRET, GST-NR2E3, biotin-RetCOR; 1536-well; AID 2300, 2010; Photoreceptor-specific nuclear receptor (Homo sapiens), Q9Y5X4; 320,000 tested, 0.12% active; inhibition of corepressor binding, % at 4.78 µM;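 active = percent inhibition above the cutoff of mean plus 3 SD of all tested compounds, set per screening campaign, cut at about 20% in these data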;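 also: 0% = DMSO wells and 100% = biotin wells as full block of FRET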
# Target sequence (Q9Y5X4 whole entry, looked up): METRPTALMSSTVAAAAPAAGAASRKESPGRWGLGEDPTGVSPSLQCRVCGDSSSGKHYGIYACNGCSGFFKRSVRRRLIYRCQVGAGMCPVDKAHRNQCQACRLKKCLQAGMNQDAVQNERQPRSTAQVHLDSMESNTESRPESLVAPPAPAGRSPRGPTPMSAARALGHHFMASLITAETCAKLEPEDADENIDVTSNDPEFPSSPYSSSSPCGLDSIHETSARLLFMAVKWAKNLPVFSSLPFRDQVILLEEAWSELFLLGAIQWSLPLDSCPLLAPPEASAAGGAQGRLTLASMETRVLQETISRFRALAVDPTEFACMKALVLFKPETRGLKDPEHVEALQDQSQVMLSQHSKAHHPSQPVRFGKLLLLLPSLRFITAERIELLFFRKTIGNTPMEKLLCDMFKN
#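 Test system: GST-NR2E3 and biotin-RetCOR proteins | Quantity: 1.35 nM GST-tagged NR2E3 final | Medium: Tris pH 7.5 | Also added: 7 nM biotin-RetCOR | Dosing: Compound at 4.8 µM, single dose | Timing: 5 h at 4 °C | Detection: Time-resolved FRET | Read-out basis: Percent inhibition | Benchmarks: Biotin wells as high control, 0.6% DMSO wells as low control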
# Peg3 prom inh – Peg3 promoter-driven luciferase inhibitors, primary screen, cell-based, HeLa, luciferase luminescence | HeLa PEG-Prom luciferase reporter, overnight | inhibition, % at 20 µM | 360,000 tested, 1.7% active;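 active = inhibition of at least 50% at 20 µM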
# TROY signal inh – inhibitors of TROY-driven NF-kB signaling, primary screen, Q293 LMP1-TROYcd cells, NF-kB luciferase, uHTS | Q293 LMP1-TROYcd NF-kB luciferase reporter, 4 h | inhibition, % at 10 µM | 360,000 tested, 0.98% active | AID 1347056, 2019;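 active = compounds whose plate-normalised and pattern-corrected inhibition of the luciferase reporter signal at the single screening dose is 50% or more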
# C8 TRAIL sens – viability loss with TRAIL in NB7+C8 cells, primary screen, TRAIL sensitizer project, cell-based, ATPlite luminescence; inhibition (viability loss, TRAIL sensitization), % at 10 µM; 360,000 tested, 1% active; AID 624354, 2012;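 active = compounds causing at least 50% loss of cell viability in the single-dose screen, relative to plate controls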
# TWEAK Fn14 block – inhibitors of TWEAK-Fn14 signaling, primary screen, luciferase reporter cells, uHTS; TWEAK-stimulated Fn14 reporter cells, luciferase luminescence, 8 h; inhibition, % at 10 µM; 360,000 tested, 2% active; AID 1159606, 2016; in the data active = inhibition above about 50%
# TRPM1 prom inh – inhibitors of MITF-dependent TRPM1 promoter reporter, primary screen, cell-based, SK-MEL-5, single point, luciferase | inhibition, % at 12.5 µM | SK-MEL-5 TRPM1 promoter luciferase, 24 h | AID 488899, 2010 | 330,000 tested, 0.83% active;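 active = mean inhibition across replicates of 60% or more, whatever share of single replicates reaches that level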; also: values of inactives mirror those of a sister screen read the other way
# Shn3 3UTR inh – reduction of Shn3 3'UTR firefly luciferase signal, primary screen, Schnurri-3 inhibitor project, cell-based, Clone20 osteoblasts, set 2. AID 588674, 2011. 360,000 tested, 0.52% active. inhibition, % at 12.5 µM. Clone20 osteoblast Shn3 3'UTR firefly luciferase, 24 h;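 active = mean inhibition of at least 75% with every replicate also reaching 75%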;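 also: 0% = median of neutral control wells and 100% = pilot-screen positive control compound; some compounds past the cut are filed as inactive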
# NR2E3 ag-2 – NR2E3 agonists in two-hybrid cells, primary screen, cell-based, luminescence, CHO-S, Gal4-NCOR/VP16-NR2E3; AID 602229, 2012; inhibition of corepressor binding, % at 3.98 µM; Photoreceptor-specific nuclear receptor (Homo sapiens), Q9Y5X4; 360,000 tested, 0.35% active; luciferase;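 active = inhibition above the mean of all tested compounds plus 3 SD, cut at about 70% in these data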;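 also: 0% = DMSO with NR2E3 transfected cells and 100% = cells lacking NR2E3 construct; higher means lower luciferase signal from less NR2E3 corepressor binding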
# CF NFkB block – inhibitors of PAF-induced NF-kB signaling, primary screen, cell-based, GFP fluorescence, uHTS. KKLEB NF-kB-GFP reporter, GFP fluorescence overnight. inhibition, % at 5 µM. 360,000 tested, 0.86% active. AID 588850, 2011;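 active = at least 50% inhibition at 5 µM, scaled per plate between neutral and stimulator controls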;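 also: PAF is a Pseudomonas aeruginosa culture filtrate used as stimulus; plate controls were PAF-stimulated DMSO wells for no effect and unstimulated DMSO wells for full effect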
# An asterisk follows results filed as active; x = no result given. Only part of the results is shown; count on the stated rates, not on these rows.
SMILES,HIF-2a block,KKLEB cytotox,NR2E3 ag-1,Peg3 prom inh,TROY signal inh,C8 TRAIL sens,TWEAK Fn14 block,TRPM1 prom inh,Shn3 3UTR inh,NR2E3 ag-2,CF NFkB block
Cc1ccc(NC(=O)CSc2nc(=O)n(CCCN3CCOCC3)c3c2CCCC3)c(C)c1,2,-6,1,11,-4,2,16,-3,0,5,2
NC(=O)N/N=C/c1cn(-c2ccccc2)nc1-c1cccs1,-191,-10,-2,-192,-19,39,4,-34,-66,-58,-23
CC(C)c1ccc(C(=O)N2CCCC(c3cc(C(=O)Nc4ccccc4Cl)no3)C2)cc1 (stereo not drawn),-17,12,x,9,7,13,12,x,37,5,-22
Clc1ccc(SCNc2ccccc2Cl)cc1,-2,19,0,-2,-14,12,7,11,-19,-17,-43
CCOc1ccccc1N1CC(C(=O)NNC(=O)c2ccc(F)cc2)CC1=O (stereo not drawn),2,19,3,0,-4,3,-4,-1,-23,15,3
O=C(Nc1ccc2oc(-c3ccccc3)nc2c1)c1cccs1,-286,3,6,-235,-9,18,15,-61,-103,-103,-18
COC(=O)C(Cc1ccc(OC(=O)c2ccc(Cl)cc2)cc1)N1Cc2ccccc2C1=O (stereo not drawn),-161,-13,1,-219,-7,11,-36,-30,-69,-27,5
O=Cc1c(F)cccc1N1CCCC1,4,-9,-1,6,25,1,8,17,-8,-26,0
COc1ccc(S(=O)(=O)N2CCOC2CNC(=O)C(=O)NCCc2c[nH]c3ccccc23)cc1 (stereo not drawn),0,-8,-2,-2,13,10,30,13,35,30,14
CCOC(=O)N1CCN(S(=O)(=O)Cc2ccccc2)CC1,7,2,1,1,0,2,0,11,-11,-11,-2
COc1ccc(-c2nnc(SCC(=O)Nc3nncs3)o2)cc1,-26,10,1,-39,-16,8,4,15,-3,-47,2
Cc1ccc(CCN2CC(C(=O)NCc3ccc4c(c3)OCO4)CC2=O)cc1 (stereo not drawn),9,0,2,19,-17,5,-7,4,-18,9,-27
CCOc1cc(/C=N/NC(=O)CN2CCOCC2)ccc1OCc1ccc(Cl)cc1,21,1,2,3,1,-3,-4,6,16,-5,-4
C=CCn1c(C)c(C(=O)OCC)c2cc(O)c3ccccc3c21,5,2,x,11,16,1,-14,-18,-5,-19,11
CC1CCN(S(=O)(=O)c2cccc(C(=O)Nc3nncs3)c2)CC1,12,13,0,3,-19,-5,3,4,-4,4,7
COc1ccc2c(c1OC)C(=O)OC2CC(=O)c1ccc(O)c(O)c1 (stereo not drawn),-1,23,5,-7,7,4,-12,4,-31,-4,-16
Cc1nn(-c2ccccc2)c(N)c1Sc1ccc([N+](=O)[O-])cc1,-26,8,2,-98,-12,13,15,-11,15,-17,2
O=c1oc2ccccc2nc1/C=C(O)/C=C\c1ccccc1,-33,6,-1,-14,-43,6,-20,-12,-13,-32,-4
C=C1CN(Cc2ccccc2)S(=O)(=O)c2ccccc21,9,-15,2,16,-14,-10,8,-12,-1,-30,29
CC(=O)C(Cc1ccccc1)NC(=O)COc1ccc2c(c1)OCO2 (stereo not drawn),8,9,x,10,1,0,30,4,26,-10,-10
O=C(NC1(C(F)(F)F)NC(=O)N(Cc2ccccc2)C1=O)c1cccnc1 (stereo not drawn),-4,8,-1,1,-2,-13,-5,-4,-24,-6,-13
COc1ccc(N2C(=O)CC(Nc3ccc(F)cc3)C2=O)c([N+](=O)[O-])c1 (stereo not drawn),13,1,5,10,9,1,9,-3,-4,-9,13
COc1ccc(CNC(=O)CSc2ncn[nH]2)cc1OC,9,4,0,-6,12,15,15,9,13,-2,-1
O=C(O)C1CCN(C(=O)c2ccc(Cl)cc2)CC1,6,-7,4,-5,-12,0,1,-6,-1,-34,-4
COc1ccc(-c2nc(C#N)c(N3CC(C)OC(C)C3)o2)cc1OC (stereo not drawn),6,-11,-1,4,-3,0,-31,-15,-16,-9,-12
# (more compounds)
SMILES,HIF-2a block,KKLEB cytotox,NR2E3 ag-1,Peg3 prom inh,TROY signal inh,C8 TRAIL sens,TWEAK Fn14 block,TRPM1 prom inh,Shn3 3UTR inh,NR2E3 ag-2,CF NFkB block
Cc1ccc(-c2nc(=S)c3c(n2CC2CCCO2)CC(C)(C)OC3)cc1 (stereo not drawn),-49,6,1,-28,-4,-2,-15,-4,-39,11,-7
COc1cccc(NC(=O)Cn2cnc3sc(C)c(S(=O)(=O)N4CCN(C)CC4)c3c2=O)c1,3,6,6,-1,-12,-25,1,4,12,-20,4
[O-]/[N+](=C/c1cccnc1)c1ccc(Br)cc1,-208,3,2,-270,-39,9,-13,-27,-55,-139,-16
CCOc1ccc2c(c1)/C(=C(\C(Cl)=C(Cl)Cl)[N+](=O)[O-])N2,15,-2,1,1,3,4,9,13,13,12,-1
O=C(CCCOc1ccc(Cl)cc1Cl)N/N=C/c1ccccc1O,-2,8,-4,52*,-24,44,-14,22,82,-14,-11
COc1ccc(C2(C(=O)NCCCN3CCOCC3)CCOCC2)cc1,12,3,4,-5,-4,17,13,2,11,-2,-11
CC1CSc2nnc(CCc3ccccc3)n21 (stereo not drawn),2,-9,2,-11,-19,-15,-7,5,-5,-24,-3
CS(=O)(=O)N(CC(=O)Nc1ccccc1)c1cccc(Cl)c1Cl,6,-1,-3,9,4,-1,2,4,0,26,-7
Cc1ccc(Cl)cc1N1CCN(C(=O)C2CCC(=O)N2C(C)C)CC1 (stereo not drawn),12,8,2,-1,0,-7,3,x,-16,-18,-6
CC(C)NC(=O)N(C)C[C@H]1Oc2ccc(NC(=O)Nc3ccc(C(F)(F)F)cc3)cc2C(=O)N([C@H](C)CO)C[C@@H]1C,7,-7,x,-6,8,-10,-4,15,2,-4,17
O=C(NC1CC1)c1cc(F)c(F)cc1Cl,-14,-4,3,6,4,-3,1,4,-15,-12,-9
Cc1ccc(OCCn2c(C)nc3ccccc32)cc1,-8,0,0,9,-5,23,0,-9,41,32,-21
COc1ccccc1N1CCN(C(=O)CSc2nc3ccccc3c(=O)n2CC2CCCO2)CC1 (stereo not drawn),-1,-24,2,16,3,8,-38,-5,4,-5,-5
CC1CCC(NC(=O)c2ccc3snnc3c2)CC1 (stereo not drawn),-168,-9,-3,-156,-37,13,-28,-6,-30,-40,-14
CC(=O)c1c(C)nn(CC(=O)NC2CCCN(Cc3ccc(CC(C)C)cc3)C2)c1C (stereo not drawn),25,-3,-2,2,10,14,-10,-13,41,1,-7
Cn1c(C(=O)NCC2CCCO2)cc2c(=O)[nH]c3ccccc3c21 (stereo not drawn),-28,6,1,8,-6,-8,-1,-7,5,-12,5
CCOc1ccc2nc(NC(=O)C3CCCN(S(=O)(=O)c4cccs4)C3)sc2c1 (stereo not drawn),-50,-6,-5,-12,-30,1,-9,4,9,-14,17
O=C(C[n+]1cccc(O)c1)Nc1ccc(Br)cc1,16,-4,5,3,-11,-8,2,7,-10,-6,12
O=C(NC(c1ccc(Cl)cc1)c1cnccn1)C1CCN(Cc2cccc(C(F)(F)F)c2)CC1 (stereo not drawn),7,-8,x,1,0,14,6,x,7,-5,13
CCN(CC)CC(=O)Nc1sc(C)c(C)c1C(=O)c1ccc(C)cc1,22,-6,-1,29,-9,8,-24,-3,8,4,12
Cc1cccc(C)c1OCc1cc(C(=O)N2CCNC(=O)C2)no1,-32,9,2,-27,-15,-3,-9,-6,-13,-19,0
CN(C)c1ccc(-c2ccnc3c2CC(C)(C(=O)NCc2ccncc2)O3)cc1 (stereo not drawn),10,8,x,12,1,-11,5,x,7,-2,-27
COc1cc(NC(=O)c2ccco2)c(OC)cc1NC(=O)Nc1cccc(Cl)c1,12,20,0,14,-3,27,8,-12,17,-53,-10
O=C(CS(=O)CC(=O)N(c1ccccc1)C(C(=O)NC1CCCC1)c1cccs1)Nc1ccc(F)cc1 (stereo not drawn),27,-23,0,27,-4,-6,-17,3,-1,6,8
CC(=O)Nc1ccccc1C(=O)N1CCc2ccccc21,17,0,2,20,7,4,13,15,-3,16,-4

# Taken from above:
# [O-]/[N+](=C/c1cccnc1)c1ccc(Br)cc1 in TWEAK Fn14 block: -13
# CCN(CC)CC(=O)Nc1sc(C)c(C)c1C(=O)c1ccc(C)cc1 in TRPM1 prom inh: -3
# COC(=O)C(Cc1ccc(OC(=O)c2ccc(Cl)cc2)cc1)N1Cc2ccccc2C1=O (stereo not drawn) in HIF-2a block: -161

# (next part)
SMILES,HIF-2a block,KKLEB cytotox,NR2E3 ag-1,Peg3 prom inh,TROY signal inh,C8 TRAIL sens,TWEAK Fn14 block,TRPM1 prom inh,Shn3 3UTR inh,NR2E3 ag-2,CF NFkB block
Cn1c(COc2ccccc2)nnc1SCc1cc(=O)[nH]c2ccccc12,9,-5,0,11,9,4,2,7,-37,3,2
CSc1nnc(-c2ccccc2N=Cc2c(C)[nH]n(-c3ccc4ccccc4c3)c2=O)c(=O)[nH]1,-149,2,-2,-143,-33,47,-3,-16,-30,-97,-9
Cc1cc(C)c(NC(=O)CNC(=O)CN2C(=O)NC3(CCCc4ccccc43)C2=O)c(C)c1 (stereo not drawn),14,8,-1,12,-8,-16,-14,17,-3,-30,-18
CC1CCC(NC(=O)c2ccc(Br)o2)CC1 (stereo not drawn),-71,0,x,-63,-36,4,-3,x,-43,-16,-4
CS(=O)(=O)n1nc(-c2ccccc2)nc1N,-2,7,0,-4,-11,-1,-1,-3,11,5,-9
CCn1c(SC/C=C/c2ccccc2)nnc1-c1cccs1,3,9,0,-6,-13,-3,-12,2,5,-6,-2
O=C(Nc1nccs1)C1=COCCO1,-41,-4,x,-43,-13,-4,-10,-29,7,-35,-1
Cc1ccc(O)c(-c2cc(C(=O)NCc3ccccc3)[nH]n2)c1,-167,13,-1,-175,-32,15,-18,-54,-16,-28,-4
O=C(Nc1ccccc1Cl)C1Cc2ccccc2O/C1=N\O (stereo not drawn),-133,5,-2,-112,19,-19,40,-34,-72,-61,1
CC(=O)c1sc(-c2ccccc2Cl)nc1C,-36,-3,-1,-15,-22,1,-18,-6,7,0,3
CCCSC1=N/C(=C\c2ccsc2)C(=O)S1,14,1,-1,4,3,-14,1,-10,-7,-16,2
